Assay outcomes deposited in PubChem by several laboratories.
Avidin bead fluor: avidin bead compound fluorescence profile | AID 1775 | fluorescence (KMESF) at 10 µM | Avidin beads, compound fluorescence 488/530 nm, flow cytometry; active compounds read high | 0.38% of 220,000 active; in the data active means fluorescence above about 47; further: inactives centre near 10
Cdc42 wt: human Cdc42 wildtype GTP binding change, either direction; P60953; GST-Cdc42 beads, Bodipy-GTP binding, flow cytometry; actives lie on both sides; percent activity (GTP binding), % at 10 µM; 0.2% of 190,000 active;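 active means percent activity GTP binding at least 20 points away from the 100% baseline, either down as inhibitor or up as activator; inconclusive means compound flagged as likely green fluorescent from well-wide comparison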;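 further: median bead fluorescence of bound Bodipy-FL-GTP at 100 nM; 0% = excess unlabeled GTP control and 100% = no compound control; below 100% means less GTP binding so inhibitor and above means activator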
Target sequence (P60953 whole entry, looked up): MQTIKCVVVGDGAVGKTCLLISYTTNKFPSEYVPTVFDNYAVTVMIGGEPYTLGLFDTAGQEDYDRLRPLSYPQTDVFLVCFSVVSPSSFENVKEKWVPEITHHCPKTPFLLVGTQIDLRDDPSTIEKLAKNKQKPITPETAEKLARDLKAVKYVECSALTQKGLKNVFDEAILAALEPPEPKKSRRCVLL
Rab7 wt GTP bind: dog Rab7 wildtype GTP binding, inhibitors and activators; GST-Rab7 beads, fluorescent GTP binding, flow cytometry; actives lie on both sides; untreated = 100%, excess cold GTP = 0%; GTP binding activity (percent of control), % at 10 µM; 0.055% of 190,000 active;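 active means fluorescent GTP binding to Rab7 beads changed by at least 20 points from the 100% baseline, either direction, mostly lower; inconclusive means compound itself probably fluorescent, or too few beads counted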;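 further: median green fluorescence of bound Bodipy-FL-GTP per Rab7 bead population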
Rac1 mut GTP: human Rac1 activated mutant GTP binding change | P63000 | GST-Rac1 activated beads, fluorescent GTP binding, flow cytometry; actives lie on both sides; 100% means binding = to untreated wells | percent activity (GTP binding), % at 10 µM | 0.11% of 190,000 active | AID 764;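 active means GTP binding at least 20 percentage points away from the 100% baseline, in either direction, so actives lie on both sides; inconclusive means Compound likely fluorescent itself, or too few beads counted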
Pf gametocyte: P. falciparum stage V gametocyte viability inhibition | P. falciparum stage V gametocytes, ATP luminescence, 24 h | inhibition, % at 10.9 µM | 0.065% of 150,000 active | AID 743093;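 active means inhibition above the mean plus 3 SD of compounds within the control limits, set per campaign, cut at about 38% in these data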;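 further: 0% = DMSO wells and 100% = medium only without gametocytes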
Rab2 wt GTP: changes GTP binding to wildtype dog Rab2A, up or down; P61105; GST-Rab2 wt beads, Bodipy-GTP binding, flow cytometry; GTP binding activity, % at 10 µM; 0.19% of 190,000 active; AID 760;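 active means GTP binding activity at least 20 points away from 100%, either lowered or raised; inconclusive means signal likely due to the compound's own green fluorescence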;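 further: 0% = beads with excess unlabeled GTP and 100% = no-compound control corrected for plate trend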
GSH fluor: GSH bead compound fluorescence profile | GSH beads flow cytometry, compound fluorescence 488/530 nm; active compounds read high | fluorescence (KMESF) at 10 µM | 0.25% of 190,000 active | AID 1776; in the data active means fluorescence above about 89;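 further: glutathione beads carrying GST-tagged Bcl family fusion proteins plus one bare bead set; values are compound well signal with DMSO vehicle wells as background; inactives centre near 16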
ABCB1 block: blocks JC-1 efflux by human ABCB1 transporter; P08183; CCRF-Adr cells, flow cytometry; AID 1326; 0.067% of 190,000 active; inhibition, % at 6.6 µM; in the data active means inhibition above about 40%;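 further: 0% = vehicle and 100% = reference inhibitor; higher value means more JC-1 retained so stronger ABCB1 efflux block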
Rac1 wt GTP bind: alters GTP binding to wildtype human Rac1. P63000. GST-Rac1 beads, fluorescent GTP binding, flow cytometry; actives lie on both sides; 0 = cold GTP competed, 100 = untreated. 0.27% of 190,000 active. GTP binding activity (% of control), % at 10 µM;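 active means GTP binding activity at least 20 points away from the 100% control level, either lower or higher; inconclusive means compound flagged as likely green fluorescent, judged across all proteins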
HRas wt GTP: human HRas wildtype GTP binding, change in either direction; P01112; GST-Ras wt beads, Bodipy-FL-GTP binding, flow cytometry; actives lie on both sides; GTP binding activity, % at 10 µM; 0.14% of 190,000 active; AID 759;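 active means GTP binding activity at least 20% away from the 100% baseline, either lowered as inhibitor or raised as activator; inconclusive means flagged as likely green fluorescent, judged across all proteins in the well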;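 further: 0% = unlabeled GTP competition control and 100% = no-compound control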
Target sequence (P01112 whole entry, looked up): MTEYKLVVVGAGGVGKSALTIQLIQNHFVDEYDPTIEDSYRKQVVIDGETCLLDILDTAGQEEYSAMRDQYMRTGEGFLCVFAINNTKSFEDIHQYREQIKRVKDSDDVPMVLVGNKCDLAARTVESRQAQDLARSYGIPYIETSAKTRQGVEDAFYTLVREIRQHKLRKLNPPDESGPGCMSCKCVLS
ABCG2 inh: blocks JC-1 efflux by human ABCG2 transporter | 0.1% of 190,000 active | inhibition, % at 6.6 µM | IgMXP3 cells, flow cytometry | AID 1325 | Q9UNQ0;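 active means inhibition above 80%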;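 further: 0% = DMSO and 100% = nicardipine control wells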
Target sequence (Q9UNQ0 whole entry, looked up): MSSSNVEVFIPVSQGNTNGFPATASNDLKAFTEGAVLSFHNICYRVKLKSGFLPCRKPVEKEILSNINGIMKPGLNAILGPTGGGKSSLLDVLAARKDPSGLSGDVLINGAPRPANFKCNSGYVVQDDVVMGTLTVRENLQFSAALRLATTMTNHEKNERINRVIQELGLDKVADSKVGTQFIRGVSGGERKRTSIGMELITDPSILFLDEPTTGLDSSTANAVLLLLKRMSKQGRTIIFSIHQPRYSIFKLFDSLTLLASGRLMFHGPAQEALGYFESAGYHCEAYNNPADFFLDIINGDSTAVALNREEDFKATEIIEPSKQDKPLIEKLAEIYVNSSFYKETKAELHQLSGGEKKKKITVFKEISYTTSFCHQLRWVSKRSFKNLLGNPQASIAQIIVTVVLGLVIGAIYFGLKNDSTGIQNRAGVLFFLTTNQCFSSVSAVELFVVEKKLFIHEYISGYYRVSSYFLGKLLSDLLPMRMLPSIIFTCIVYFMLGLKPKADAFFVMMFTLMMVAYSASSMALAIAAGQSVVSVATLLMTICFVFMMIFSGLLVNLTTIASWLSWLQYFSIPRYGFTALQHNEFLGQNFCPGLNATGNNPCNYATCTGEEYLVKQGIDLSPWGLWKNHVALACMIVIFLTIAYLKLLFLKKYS
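Incubation: cells with compound and JC-1, 10 min at 25 °C, rotating, no wash / Test system: IgMXP3 (ABCG2) plus far-red-tagged CCRF-Adr (ABCB1) cells / Compound dosing: one concentration, 6.6 µM final / Also added: JC-1 fluorescent substrate / Evaluation: efflux inhibition in percent versus controls / Detection: flow cytometry, 530 nm JC-1 signal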
Numbers without * were called inactive; u = inconclusive; x = not tested or not shown.

SMILES | Avidin bead fluor | Cdc42 wt | Rab7 wt GTP bind | Rac1 mut GTP | Pf gametocyte | Rab2 wt GTP | GSH fluor | ABCB1 block | Rac1 wt GTP bind | HRas wt GTP | ABCG2 inh
COCCN(C(=O)CC(C)(C)C)c1nnc(-c2cccnc2)s1 | 24 | 99 | 102 | 99 | x | 100 | 12 | 0.9 | 103 | 103 | 9
O=C(Nc1ccccc1OC(F)F)c1ccccc1 | 10 | 98 | 97 | 97 | x | 99 | 34 | 0.9 | 103 | 100 | 7
CCOC(=O)c1cccc(NC(=O)CSc2nnc(C3CCCCC3)n2CC)c1 | 33 | 98 | 94 | 95 | x | 93 | 12 | 1.3 | 95 | 95 | 5
CCOc1ccc(/C=N/n2c(C)nnc2C)cc1OC | 8 | 96 | 98 | 96 | -3 | 100 | 21 | 0.1 | 98 | 99 | 1
CC1(C)CC(=O)C2=C(C1)N(c1ccccc1)C(N)=C(C#N)C2c1ccccc1 (stereo not given) | 34 | 100 | 95 | 99 | x | 101 | 10 | 1.3 | 103 | 99 | 6
CC(=O)c1cccc(NS(=O)(=O)c2c(C)n[nH]c2C)c1 | 37 | 103 | 98 | 100 | -9 | 101 | 13 | 0.5 | 105 | 102 | 3
CCCc1nn(CCc2ccccn2)c(N)c1CC | 25 | 100 | 99 | 97 | -3 | 97 | 14 | 0.3 | 101 | 97 | 2
CN1C(=O)C2(C(C#N)=C(N)N(c3ccc(Cl)cc3)C3=C2C(=O)CC(C)(C)C3)c2ccccc21 (stereo not given) | 22 | 99 | 102 | 97 | x | 98 | 26 | 0.1 | 101 | 100 | 2
Cc1cc([N+](=O)[O-])c2c(c1C)C1C=CCC1C(c1ccccn1)N2 (stereo not given) | 22 | u | u | u | x | u | 19 | 0.5 | u | u | 2
COc1cccc(COc2ncnc3sccc23)c1 | 10 | 97 | 105 | 95 | -10 | 98 | 16 | -2.2 | 95 | 97 | -4
Cc1ccc(S(=O)(=O)N2CCN(C3CC(=O)N(CCc4ccccc4)C3=O)CC2)cc1C (stereo not given) | 11 | 105 | 98 | 99 | x | 99 | 6 | 0.7 | 106 | 102 | 1
O=C(CSc1cccc[n+]1[O-])Nc1cc2c(cc1Cl)C(=O)c1ccccc1C2=O | 4 | 94 | 95 | 95 | 6 | 93 | 19 | 2.0 | 93 | 94 | 36
O=C(CN1CCN(c2ccc(Cl)cc2)CC1)NCc1cccs1 | 10 | 96 | 96 | 96 | 16 | 95 | 18 | -0.2 | 100 | 97 | 0
Cc1ccc(-c2[nH]nc(N)c2N=Nc2ccccc2C)cc1 | 8 | 101 | 98 | 99 | x | 103 | 21 | -0.4 | 98 | 103 | 0
O=C(CN1C(=O)c2ccccc2C1=O)Nc1ccc2c(c1)OCO2 | 12 | 104 | 102 | 100 | x | 103 | 17 | 0.6 | 102 | 104 | 3
Cc1noc(C)c1C(=O)OC(C)C(=O)Nc1ccc(S(=O)(=O)NC(C)C)cc1 (stereo not given) | 5 | 101 | 99 | 100 | -8 | 100 | 8 | 0.8 | 101 | 103 | 1
COc1ccccc1/C=N/NC(=O)CNC(=O)c1ccc(S(=O)(=O)N(C)C)cc1 | 24 | 97 | 106 | 96 | 11 | 100 | 25 | 0.2 | 101 | 100 | 0
COc1ccc(C(=O)NCC(=O)N/N=C/C=C/c2ccccc2)cc1OC | 9 | 98 | 96 | 95 | x | 96 | 23 | 0.2 | 100 | 95 | 6
N#Cc1ccccc1Cn1c(=O)n(CCC(=O)NCc2ccco2)c(=O)c2ccccc21 | 5 | 99 | 98 | 96 | x | 98 | 20 | 0.6 | 103 | 100 | 3
O=C(CNC(=O)c1ccc(N2C(=O)c3ccccc3C2=O)cc1)OCC(=O)c1ccccc1 | 13 | 103 | 97 | 104 | 0 | 102 | 6 | -0.1 | 106 | 103 | 0
O=C(C1=C[C@@H](C2CC2)C[C@@H](OCCCCO)O1)N1CCN(Cc2ccccc2)CC1 | 5 | 98 | 104 | 95 | -10 | 99 | 18 | 0.4 | 100 | 99 | 2
O=C(Cn1ccc2ccccc2c1=O)NCCC(=O)NC1CCN(Cc2ccccc2)CC1 | 14 | 101 | 104 | 98 | x | 103 | 38 | 0.5 | 107 | 102 | 1
C/C(=N\NC(N)=O)c1ccc(Cl)cc1 | 19 | 99 | 100 | 98 | x | 97 | 12 | 0.4 | 94 | 99 | 2
O=C(Nc1ccccc1Cl)c1cc[n+](Cc2ccc([N+](=O)[O-])cc2)cc1 | 15 | 97 | 95 | 97 | 13 | 96 | 18 | 0.2 | 98 | 97 | 1
O=C(/C=C\c1ccc2c(c1)OCO2)NC1(C(=O)Nc2ccc3c(c2)OCCO3)CCCCC1 | 14 | 95 | 99 | 96 | x | 96 | 7 | 0.7 | 98 | 98 | 6
Cn1c(-c2ccc(-c3ccccc3)cc2)c[nH]c1=S | 7 | 100 | 100 | 99 | x | 99 | 32 | 0.1 | 101 | 99 | 7
Cc1cccc(OCCC(=O)Nc2ccc(C)c(S(=O)(=O)N3CCCCC3)c2)c1 | 19 | 96 | 98 | 99 | 17 | 100 | 18 | 2.4 | 101 | 100 | 23
O=C(N/N=C/c1ccc(N2CCOCC2)s1)c1ccccc1Cl | 6 | 91 | 96 | 88 | 6 | 91 | 17 | -2.2 | 88 | 93 | -7
CCN(CC)C(=O)C(=O)c1cccn1-c1cccc(Cl)c1C#N | 6 | 105 | 103 | 101 | x | 104 | 46 | 0.0 | 107 | 104 | -2
Cc1ccc(CN2C(=O)N/C(=C\c3ccc(N4CCOCC4)cc3)C2=O)cc1 | 3 | 100 | 99 | 103 | 3 | 100 | 9 | 0.5 | 107 | 101 | 1
CCC1CCCN1Cn1cnc2c([nH]c3ccc(OC)cc32)c1=O (stereo not given) | 6 | 95 | 97 | 93 | x | 92 | 16 | 0.5 | 91 | 95 | 5
O=C(O)C1CCCN1C(=O)Nc1ccccc1 (stereo not given) | 8 | 106 | 105 | 101 | 26 | 108 | 19 | 0.1 | 104 | 107 | 0
CCOC(=O)c1ccc(NC(=O)Nc2ccccn2)cc1 | 8 | 101 | 95 | 97 | 0 | 98 | 14 | 4.1 | 102 | 98 | 8
CCC(CC)c1nnc(NC(=O)c2ccco2)s1 | 10 | 95 | 96 | 94 | x | 96 | 20 | 0.1 | 100 | 96 | 2
Cc1cc(=O)oc2cc(OCC(=O)Nc3cccc(S(=O)(=O)N(C)C)c3)ccc12 | 16 | 103 | 99 | 97 | 28 | 100 | 6 | 0.7 | 103 | 99 | 8
CCOCCCNC(=O)c1ccc(N2CCCC2)c(NS(=O)(=O)c2ccc(C)cc2)c1 | 7 | 99 | 102 | 100 | 4 | 99 | 13 | 0.7 | 99 | 100 | 1
COc1ccc(CNC(=O)C(c2ccncc2)N(C(=O)Cc2cccs2)c2ccccc2)cc1 (stereo not given) | 11 | 96 | 96 | 98 | 10 | 98 | 10 | -0.2 | 98 | 97 | -4
CC1CCc2nc(NC(=O)CN3CCOCC3)sc2C1 (stereo not given) | 11 | 95 | 92 | 94 | 29 | 94 | 27 | 0.3 | 94 | 96 | -1
N#Cc1c(Nc2ccc(F)cc2)sc(C(=O)c2ccccc2)c1N | 14 | 97 | 97 | 99 | -12 | 97 | 7 | -0.5 | 103 | 100 | -1
Cc1c(NC(=O)c2cc(-c3ccco3)on2)c(=O)n(-c2ccccc2)n1C | 7 | 105 | 105 | 100 | x | 103 | 15 | 0.2 | 104 | 103 | -2
CCC(CC)COC(=O)C(C#N)c1nc2ccccc2nc1N1CCOCC1 (stereo not given) | 16 | u | u | u | 6 | u | 14 | 7.8 | u | u | 44
Cc1nnn(C23CC4CC(CC(CC(=O)Nc5cccc(F)c5)(C4)C2)C3)n1 | 8 | 97 | 102 | 94 | -27 | 99 | 9 | 5.0 | 96 | 97 | 29
Cc1ccc2nc(N(CCN(C)C)C(=O)/C=C/c3cccs3)sc2c1 | 13 | 100 | 100 | 99 | -12 | 98 | 10 | 3.7 | 102 | 100 | 28
COc1cccc(CCNC(=O)c2ccc(C#N)cc2)c1 | 7 | 98 | 101 | 93 | x | 100 | 17 | 1.4 | 96 | 97 | 14
COCCSc1nnc(NC(=O)C2CC(=O)N(c3ccc(C)cc3)C2)s1 (stereo not given) | 11 | 92 | 102 | 92 | x | 94 | 16 | -0.4 | 93 | 94 | 11

Grouped by structure, the entries above containing a Cl atom.
SMILES | Avidin bead fluor | Cdc42 wt | Rab7 wt GTP bind | Rac1 mut GTP | Pf gametocyte | Rab2 wt GTP | GSH fluor | ABCB1 block | Rac1 wt GTP bind | HRas wt GTP | ABCG2 inh
CN1C(=O)C2(C(C#N)=C(N)N(c3ccc(Cl)cc3)C3=C2C(=O)CC(C)(C)C3)c2ccccc21 (stereo not given) | 22 | 99 | 102 | 97 | x | 98 | 26 | 0.1 | 101 | 100 | 2
O=C(CSc1cccc[n+]1[O-])Nc1cc2c(cc1Cl)C(=O)c1ccccc1C2=O | 4 | 94 | 95 | 95 | 6 | 93 | 19 | 2.0 | 93 | 94 | 36
O=C(CN1CCN(c2ccc(Cl)cc2)CC1)NCc1cccs1 | 10 | 96 | 96 | 96 | 16 | 95 | 18 | -0.2 | 100 | 97 | 0
C/C(=N\NC(N)=O)c1ccc(Cl)cc1 | 19 | 99 | 100 | 98 | x | 97 | 12 | 0.4 | 94 | 99 | 2
O=C(Nc1ccccc1Cl)c1cc[n+](Cc2ccc([N+](=O)[O-])cc2)cc1 | 15 | 97 | 95 | 97 | 13 | 96 | 18 | 0.2 | 98 | 97 | 1
O=C(N/N=C/c1ccc(N2CCOCC2)s1)c1ccccc1Cl | 6 | 91 | 96 | 88 | 6 | 91 | 17 | -2.2 | 88 | 93 | -7
CCN(CC)C(=O)C(=O)c1cccn1-c1cccc(Cl)c1C#N | 6 | 105 | 103 | 101 | x | 104 | 46 | 0.0 | 107 | 104 | -2
